TDP1 inh – blocks human tyrosyl-DNA phosphodiesterase 1; Q9NUW8; recombinant TDP1, AlphaScreen DNA substrate cleavage; Potency, µM (top dose mostly 130 µM), without a hit: at the top dose activity change, negative = inhibition, hits mostly inhibitors; 350,000 tested, 0.28% active; AID 485290; also: nearly all actives have a fitted effect of over 40% in size
Target sequence (Q9NUW8 whole entry, looked up): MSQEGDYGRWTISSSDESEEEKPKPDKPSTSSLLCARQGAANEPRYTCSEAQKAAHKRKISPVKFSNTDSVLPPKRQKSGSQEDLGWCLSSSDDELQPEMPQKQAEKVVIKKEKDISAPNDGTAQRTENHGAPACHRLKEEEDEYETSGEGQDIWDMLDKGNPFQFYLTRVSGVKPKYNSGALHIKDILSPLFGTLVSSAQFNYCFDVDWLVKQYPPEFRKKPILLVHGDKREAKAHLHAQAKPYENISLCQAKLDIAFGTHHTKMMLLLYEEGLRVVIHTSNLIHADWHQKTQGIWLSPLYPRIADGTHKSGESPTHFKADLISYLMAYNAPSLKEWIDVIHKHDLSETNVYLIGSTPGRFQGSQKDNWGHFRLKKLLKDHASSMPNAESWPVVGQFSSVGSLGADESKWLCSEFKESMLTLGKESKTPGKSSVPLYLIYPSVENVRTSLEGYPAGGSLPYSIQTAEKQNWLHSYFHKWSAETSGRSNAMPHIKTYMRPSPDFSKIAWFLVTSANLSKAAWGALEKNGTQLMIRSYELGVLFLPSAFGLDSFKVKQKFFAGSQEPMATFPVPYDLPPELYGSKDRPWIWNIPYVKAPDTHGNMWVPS
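Steps: enzyme plus compound, 15 min RT; add biotin/phosphotyrosine-FITC oligonucleotide (15 nM final), react 5 min; add donor/acceptor beads (10 ug/ml final), 10 min; read AlphaScreen. Tdp1 at 1 nM final.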
KAT2A inh – blocks human GCN5L2 histone acetyltransferase; GCN5L2 HAT assay, ThioGlo1 CoA-SH fluorescence; Potency, µM (series often up to 58.9 µM), for the others: top-dose activity change, negative = inhibition, most hits filed as inhibitors; Q92830; 390,000 tested, 0.21% active
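Compounds, pin-transferred from DMSO stocks, meet 20nM GCN5L2 for 15 min before the reaction begins with H3(1-25) peptide (75uM) and acetyl-CoA (70uM). Thiol-reactive ThioGlo1 reports CoA release over 20 min at room temperature.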
DT40 TDP1 no CPT – qHTS for Inhibitors of human tyrosyl-DNA phosphodiesterase 1 (TDP1): qHTS in cells in absence of CPT; DT40 Tdp1-/- hTDP1 cells, no CPT, ATP luminescence, 48 h; Potency, µM (series often up to 46.2 µM), for inactives: top-dose activity change, negative = growth inhibition, usual class: inhibitors; 420,000 tested, 15% active; also: nearly all actives have a fitted effect of over 55% in size
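No-CPT arm: Tdp1-/-;hTDP1 DT40 cells (400/well) plus compounds, incubated ≥48 hr at 37 °C. Readout CellTiter-Glo luminescence.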
An asterisk follows results filed as active; ? = inconclusive; . = not tested or not shown; & = joins results of further samples; [ ] = remark or other dose. Calls follow the shape of the dose curve; as a rule, active = well fitted curve in the direction sought with a large enough effect; inconclusive = small, poorly fitted or top-dose-only effect, or another doubt; inactive = no such curve, though single readings can be large; an effect the other way counts as inactive or inconclusive. % is scaled to controls: 0 for no effect and ±100 for the full control effect; potency is read from the fitted curve at half-maximal effect. A portion of the library; the hit share may differ from the screen's.

SMILES	TDP1 inh	KAT2A inh	DT40 TDP1 no CPT
CN(C)CCCN(C(=O)CCc1ccccc1)c1nc2ccc(F)cc2s1	2%	-4%	16µM*
Cc1c(CNCCCc2ccccc2)c(C(=O)O)c(C)n1Cc1cccc(Cl)c1	5%	4%	21µM*
Cc1nnc(SCc2ccc([N+](=O)[O-])cc2)o1	3%	19%	?
CCN(C(=O)CN1CCCCC1)c1c(N)n(Cc2ccccc2)c(=O)[nH]c1=O	1%	0%	-14%
COc1ccc(C(=O)c2c[nH]c(C(=O)NCc3cccnc3)c2)cc1	-4%	-2%	-7%
Cc1ccc(-n2c(=O)c3oc4ccccc4c3n(CC(=O)Nc3ccc(F)c(Cl)c3)c2=O)cc1C	-3%	0%	-19%
COc1cc(-c2nc3ccc(Cl)cn3c2Nc2ccc3c(c2)OCO3)ccc1O	9%	-8%	13µM*
Cc1ccc(NC(=O)C(C)Sc2nc3c(c(=O)[nH]2)CCCC3)cc1Cl (centres undefined)	9%	?	?
CC(C)Cc1nnc(NS(=O)(=O)Cc2ccccc2)s1	2%	-9%	-2%
CNC(=O)c1nn(-c2ccccc2)ccc1=O	2%	0%	-9%
CCNC(=O)NC(=O)C(C)Sc1nc2cc(C(=O)OC)ccc2c(=O)n1-c1ccccc1 (centres undefined)	4%	1%	?
O=C(Nc1cccc(F)c1)N1CCC2(CC1)CCN(C(=O)c1cccc(F)c1)CC2	.	7%	21µM*
Cc1cc(Br)ccc1NC(=O)CN(C)C(=O)CNC(=O)Cc1ccccc1	1%	-4%	?
O=S(=O)(NCc1ccccc1)c1ccccc1Br	4%	-2%	-24%
Cc1ccc(S(=O)(=O)N(CCO)c2cc3c(s2)CCCC3)cc1	7%	-27%	?
O=C(COc1ccc(Cl)cc1Cl)N/N=C/c1ccc(OC2OC(CO)C(O)C(O)C2O)cc1 (centres undefined)	6%	-4%	-4%
O=C(CCc1ccccc1)NC1C2CC3CC(C2)CC1C3 (centres undefined)	.	-9%	?
COc1c(-c2coc3cc4c(cc3c2=O)CC(O)C(C)(C)O4)ccc2c1C=CC(C)(C)O2 (centres undefined)	9%	-27%	0.021µM*
COc1ccc(CCNC(=O)CCc2ccc(S(=O)(=O)NC(C)C)cc2)cc1OC	0%	1%	-2%
COCCn1c(N)c(N(Cc2ccccc2)C(=O)c2ccc(-c3ccc(Cl)cc3)o2)c(=O)[nH]c1=O	.	-3%	?
Cc1c(Cl)cccc1NC(=O)C1CCCCC1	-3%	12%	.
CC(C)(C)c1cc(NC(=O)c2cccc([N+](=O)[O-])c2)no1	-3%	1%	-6%
Cc1ccc(-c2c[n+](Cc3ccc(Cl)c(Cl)c3)c3n2CCC3)cc1	3%	7%	0.52µM*
COc1ccc(/C=N/NC(=O)C(N)=O)c(OC)c1OC	3%	-3%	-19%
CCOC(=O)N1CCN(CC(O)COCc2ccccc2)CC1 (centres undefined)	-4%	-5%	8%
CCc1ccccc1NC(=O)CCc1c(C)nc(SC)nc1C	10%	-4%	-17%
Cc1cnc(NC(=O)c2ccccn2)s1	-8%	2%	?
Cc1ccc(N(Cc2ccc(C(=O)NCCSc3ccccn3)cc2)S(C)(=O)=O)cc1C	3%	29%	?
COc1ccc(/C=C/c2ccncc2)cc1OC	0%	-8%	-9%
COc1ccccc1CNc1cncnc1	.	-16%	1%
Cc1ccc(-c2ccc3nnc(SCC(=O)NCC4CCCO4)n3n2)cc1 (centres undefined)	0%	-6%	9%
O=C(c1cc(-c2cccs2)on1)N1CCc2ccccc2C1	0%	-2%	-24%
Cc1ccc(/C=N/NC(=S)NC(C)C)o1	7%	0%	-4%
COc1ccccc1-c1nc2n(n1)C(c1ccc(Cl)cc1)C(C(N)=O)=C(C)N2 (centres undefined)	10%[56.1 µM]	-5%	-28%
CCOc1ccc(S(=O)(=O)N2CCC(C(=O)NCCc3ccc(OC)c(OC)c3)CC2)cc1	.	-18%	-11%
CCOc1cc(C2C(C(=O)OC)=C(C)NC3=C2C(=O)c2ccccc23)cc(Cl)c1O (centres undefined)	.	-2%	18µM*
O=C(C1=C[C@H](c2ccc(C(F)(F)F)cc2)C[C@H](OCc2ccc(CO)cc2)O1)N1CCCCCCC1	4%	-4%	?
CC(=O)c1ccc(NC(=S)N2C(C)CCCC2C)cc1 (centres undefined)	3%	-6%	.
O=C(/C=C/c1ccccc1Cl)NC1CCCCC1	.	3%	?
CC(C)(C)NC(=O)C(c1ccccn1)N(C(=O)C1CSC(=O)C1)c1ccc(F)cc1 (centres undefined)	2%	-2%	-3%

Compound profiles, from the list above. Values in the order: TDP1 inh, KAT2A inh, DT40 TDP1 no CPT
CCOC(=O)N1CCN(CC(O)COCc2ccccc2)CC1 (centres undefined) in the list: -4%, -5%, 8%
O=C(c1cc(-c2cccs2)on1)N1CCc2ccccc2C1 in the list: 0%, -2%, -24%
COc1ccc(/C=N/NC(=O)C(N)=O)c(OC)c1OC in the list: 3%, -3%, -19%

An excerpt of these results, field by field:
> CCOC(=O)N1CCN(CC(O)COCc2ccccc2)CC1 (centres undefined)
  TDP1 inh: -4%
  KAT2A inh: -5%
  DT40 TDP1 no CPT: 8%
> CCc1ccccc1NC(=O)CCc1c(C)nc(SC)nc1C
  TDP1 inh: 10%
  KAT2A inh: -4%
  DT40 TDP1 no CPT: -17%
> Cc1cnc(NC(=O)c2ccccn2)s1
  TDP1 inh: -8%
  KAT2A inh: 2%
  DT40 TDP1 no CPT: ?
> Cc1ccc(N(Cc2ccc(C(=O)NCCSc3ccccn3)cc2)S(C)(=O)=O)cc1C
  TDP1 inh: 3%
  KAT2A inh: 29%
  DT40 TDP1 no CPT: ?

Going on with the list:
SMILES	TDP1 inh	KAT2A inh	DT40 TDP1 no CPT
CCCc1nnc(NC(=O)CCC(=O)N2CCN(Cc3cc(Cl)ccc3OC)CC2)s1	2%	-12%	?
O=C(c1ccc2c(c1)CCN2S(=O)(=O)c1ccccc1)N1CCN(c2ccc(F)cc2)CC1	6%&2%	-17%&-9%	15µM*
O=C(NC1CCCCCC1)C1CC(=O)N(c2ccc(Cl)cc2)C1 (centres undefined)	-2%	3%	-10%
COc1ccccc1N1C(=O)CC(N2CCN(c3ccc(F)cc3)CC2)C1=O (centres undefined)	.	-2%	1%
Cc1ccc(Sc2c(C)nn(C(C)(C)C)c2OC(=O)C(C)(C)C)cc1	3%	-10%	?
O=S(=O)(Nc1ccc2cn[nH]c2c1)c1cc(Br)ccc1Br	-3%	-11%	?
COc1ccc2occ(C(=O)c3ccc(N=C(C)N(C)C)cc3)c2c1	5%	.	23µM*
COc1ccc(C(=O)Nc2ccc3c(c2)OCCO3)cc1S(=O)(=O)N1CCOCC1	0%[56.1 µM]	-3%	8%
COc1ccc(OC)c(CNC(=O)c2cc(=O)[nH]c3ccc(S(=O)(=O)N4CCCC4)cc23)c1	-2%	3%	.
Cc1ccc(O)c(C2=Nc3ccccc3N=C(c3ccco3)C2)c1	5%	-27%	13µM*
Cc1ccc(C(C)C)c(OCC(=O)NN=C2CCCCCCC2)c1	3%	-3%	?
CCC/C=C(\CCC)C(NC(=O)Cc1ccccc1)c1ccc(C(=O)OC)cc1 (centres undefined)	0%&5%	-14%	?
O=C(NCc1nnc2c3ccccc3c(-c3ccccc3)nn12)c1ccccc1Cl	5%	1%	-6%
COc1cc(/C=C(\C#N)C(N)=O)ccc1OCc1c(C)no[n+]1[O-]	6%	-19%	-18%
CCOc1cc(/C=N/n2c(COc3ccccc3)n[nH]c2=S)ccc1O	.	1%	?
COc1ccc(OCC(=O)Nc2cc(OC)cc(OC)c2)cc1	3%	1%	-1%
COc1cc(Br)c(CN2CCCN(C)CC2)cc1OC	.	-3%	?
CC(C)c1ccc(NC(=O)Cn2nnc(C(=O)NCc3cccs3)c2N)cc1	2%	-6%	17%
Cc1ccc(O)c(-c2cc(C(=O)NCc3ccncc3)[nH]n2)c1	6%	-2%	?
O=[N+]([O-])c1ccc(Oc2cccc(C(F)(F)F)c2)nc1	.	-2%	?
COC(=O)c1ccc(Oc2nc3c(c(=O)n(C)c(=O)n3C)n2CCC(C)C)cc1	2%	3%	23µM*
O=C(Nc1ccc(Cl)cn1)c1ccc2c(Cl)c3c(nc2c1)CCC3	-1%	17%	?
O=C(NCC(c1cccnc1)N1CCc2ccccc21)c1cccc(Br)c1 (centres undefined)	5%	-8%	13µM*
NC(=O)COC(=O)c1cccc(S(=O)(=O)N2CCN(c3ccccc3)CC2)c1	?	-9%	?
CC(C)c1ccc2c(c1)NC(c1ccc(F)cc1)=NC(c1cccs1)=N2	12%	-13%	?
CCCCC(NC(=O)c1ccccc1)C(=O)OCC(=O)N1c2ccccc2Sc2ccccc21 (centres undefined)	-4%	-4%	?
NC(=O)c1cc2nc(-c3ccco3)cc(C(F)(F)F)n2n1	2%	-14%	-12%
COc1ccc(CCNC(=O)CCn2c(=O)c3ccccc3n(Cc3cc(C)ccc3C)c2=O)cc1OC	7%	-5%	-25%
CCOC(=O)/C=c1\s/c(=C\c2ccc(C)cc2)c(=O)n1CC(=O)NCc1ccco1	0%	1%	?
CN(C)c1ncc2nc(-c3cccs3)c(=O)n(Cc3cccs3)c2n1	.	-19%	1%
CCc1ccccc1NC(=O)CN(c1cccc(C)c1C)S(C)(=O)=O	.	-4%	-2%
Fc1ccccc1Cn1cc(C(=S)N2CCOCC2)c2ccccc21	.	2%	16µM*
Cc1cc(N2CCC(C)CC2)n2ncc(-c3ccccc3)c2n1	.	-13%	?
O=C(/C=C/c1cccs1)N1CCN(c2ccc(O)cc2)CC1	5%	-10%	?

Results in KAT2A inh (6 entries from above):
| SMILES | KAT2A inh |
| --- | --- |
| CCc1ccccc1NC(=O)CN(c1cccc(C)c1C)S(C)(=O)=O | -4% |
| NC(=O)c1cc2nc(-c3ccco3)cc(C(F)(F)F)n2n1 | -14% |
| Cc1cc(N2CCC(C)CC2)n2ncc(-c3ccccc3)c2n1 | -13% |
| O=C(Nc1ccc(Cl)cn1)c1ccc2c(Cl)c3c(nc2c1)CCC3 | 17% |
| COc1ccc(CCNC(=O)CCn2c(=O)c3ccccc3n(Cc3cc(C)ccc3C)c2=O)cc1OC | -5% |
| NC(=O)COC(=O)c1cccc(S(=O)(=O)N2CCN(c3ccccc3)CC2)c1 | -9% |

Assay outcomes from PubChem.
